Bioassay records (PubChem BioAssay)
Tb PYK inh: inhibitors of Trypanosoma brucei pyruvate kinase; TbPYK enzyme, Kinase-Glo Plus ATP luminescence, 45 min; Potency, µM (titrated, usually from 76.8 µM), inactives show top-dose activity, negative = inhibition, usual class: inhibitors; 410,000 tested, 0.12% active; further: potency means the concentration at half of the fitted maximal effect; on the % scale 0 is the no-effect control and ±100 the full control effect; nearly all actives have a fitted effect of over 50% in size
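Quantitative HTS: titrated library compounds versus trypanosomal pyruvate kinase in TEA buffer (pH 7.2) containing KCl, MgCl2, BSA and Tween-20. Reactions were initiated with ADP, 130 uM final. Kinase-Glo Plus luminescence was read after 45 min at RT.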
Pf growth 48h: inhibits P. falciparum growth in the first generation, 48 h; 310,000 tested, 5.9% active; AID 504832; Potency, µM (highest dose often 28.7 µM), without a hit: top-dose activity change, negative = inhibition, usual class: inhibitors; P. falciparum luciferase growth in erythrocytes, 48 h; further: potency means the concentration at half of the fitted maximal effect; on the % scale 0 is the no-effect control and ±100 the full control effect
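A one-generation exposure of luciferase-tagged malaria parasites in RPMI 1640/Albumax erythrocyte culture, 37 C and 5% CO2. Inhibition is inferred from decreased luminescence after adding detection reagent.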
Shiga toxin inh: blocks Shiga toxin action in Vero cells | Vero cells, Shiga toxin protein synthesis inhibition reporter | inhibition, % at 38.7 µM | 290,000 tested, 9.2% active; in the data active means inhibition mostly above about 28%, no sharp cut-off; inactive means mostly below about 43%; further: 0% is about no effect
HCV inhibitor: blocks hepatitis C virus. AID 651820. Potency, µM (series often up to 41.8 µM), inactives show at the top dose activity change, negative = inhibition, usual class: inhibitors. 340,000 tested, 3.4% active. Huh7.5.1 HCVcc-Cre infection, luciferase reporter, 44 h; further: potency means the concentration at half of the fitted maximal effect; on the % scale 0 is the no-effect control and ±100 the full control effect
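Infectious HCV cell culture screen: compound-treated cells (1,000/well, pre-plated 4 h) are infected with HCVcc-Cre at roughly 0.5 moi and grown 44 h. Infection is quantified by luciferase signal after 15 min substrate incubation at room temperature.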
Pf growth 96h: P. falciparum growth inhibition at 96 hour, primary screen for plastid delayed-death inhibitors; AID 504834; P. falciparum luciferase reporter growth, 96 h; Potency, µM (top dose mostly 28.7 µM), for inactives: at the top dose activity change, negative = inhibition, actives largely listed as inhibitors; 320,000 tested, 6.9% active; further: potency means the concentration at half of the fitted maximal effect; on the % scale 0 is the no-effect control and ±100 the full control effect
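Readout is luminescence from an integrated firefly luciferase in P. falciparum. Red cells, 2% hematocrit and 0.05% parasitemia final, were cultured with compound through two parasite generations (96 hours) at 37 C, 5% CO2.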
Cycloheximide cs: affects cycloheximide protein synthesis inhibition readout, counter-screen; cell reporter, cycloheximide protein synthesis inhibition counterscreen; max response, %; 300,000 tested, 12% active; in the data active means max response mostly above about 13%, no sharp cut-off; inactive means mostly below about 14%; further: read at 38.3 µM for the half of the compounds with a filed dose; 0% is about no effect
LmPK inh: inhibitors of Leishmania mexicana pyruvate kinase. Q27686. purified LmPK, Kinase-Glo ATP luminescence, 1 h. Potency, µM (highest dose often 57.5 µM), inactives show at the highest dose activity change, negative = inhibition, hits mostly inhibitors. 290,000 tested, 0.37% active. AID 1721; further: potency means the concentration at half of the fitted maximal effect; on the % scale 0 is the no-effect control and ±100 the full control effect
Target sequence (Q27686 whole entry, looked up): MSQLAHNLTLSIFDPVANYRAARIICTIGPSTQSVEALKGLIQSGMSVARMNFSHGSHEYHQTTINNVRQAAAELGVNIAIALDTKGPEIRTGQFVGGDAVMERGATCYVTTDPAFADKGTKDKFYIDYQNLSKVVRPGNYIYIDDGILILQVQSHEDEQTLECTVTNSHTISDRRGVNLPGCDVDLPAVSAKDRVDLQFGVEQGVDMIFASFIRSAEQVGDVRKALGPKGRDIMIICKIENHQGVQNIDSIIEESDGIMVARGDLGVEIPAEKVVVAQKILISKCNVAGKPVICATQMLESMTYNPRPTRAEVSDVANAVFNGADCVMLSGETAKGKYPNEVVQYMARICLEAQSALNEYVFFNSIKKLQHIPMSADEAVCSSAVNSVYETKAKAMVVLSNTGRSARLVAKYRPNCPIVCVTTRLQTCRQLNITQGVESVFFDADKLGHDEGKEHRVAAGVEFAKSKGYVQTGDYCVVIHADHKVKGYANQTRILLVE
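Purified LmPK (0.1 nM) with 0.5 mM PEP and 0.1 mM ADP in imidazole buffer pH 7.2 with MgCl2/KCl, 1 h at room temperature. ATP formed was read by luciferase luminescence and normalized to no-enzyme and uninhibited controls.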
Active calls of the source: *; ? = inconclusive; . = not tested or not shown; & = joins results of further samples; [ ] = another dose, or the depositor's remark. Unless noted, the call rests on the fitted dose curve; in most records, active means well fitted curve in the direction sought with a large enough effect; inconclusive means small, poorly fitted or top-dose-only effect, or another doubt; inactive means no such curve, though single readings can be large; an effect the other way counts as inactive or inconclusive.

Values in the order – Tb PYK inh, Pf growth 48h, Shiga toxin inh, HCV inhibitor, Pf growth 96h, Cycloheximide cs, LmPK inh
O=C(O)COc1ccc(NC(=O)C(c2ccccc2)c2ccccc2)cc1
→ 0%, -3%, ., 15%, ?, 1, 7%
COc1ccc(NC(=O)CSc2nc(C)cc(C(F)(F)F)n2)cc1
→ 6%, ?, 0, 6%, ., 1, -1%
CCOc1cccc(-c2nc3cc(C)ccc3o2)c1
→ -3%, 231%[activator], 63, -11%, ?, 31*, ?
Cc1ccnc(NC(=O)C2CCN(S(=O)(=O)c3ccc4ccccc4c3)CC2)c1
→ -4%, 13%, ., 7%, 25%, ., .
CC1CCCC(C)N1C(=O)COC(=O)c1ccc(O)cc1 (stereo unspecified)
→ 5%, 9%, 2, -7%, ., 8, 1%
CCc1cc(=O)oc2c(C)c(OCC(=O)NCCCN3CCOCC3)ccc12
→ 0%, 2%, 14, 15%, ?, -3, -9%
O=C(O)COc1ccccc1/C=N/NC(=O)CSc1nnc(-c2ccc(Cl)cc2)n1C1CCCCC1
→ -6%, -12%, -2, 16%, ?, -3, 0%
N=C1/C(=C\c2coc3ccccc3c2=O)C(=O)N=C2SC(c3ccncc3)=NN12
→ -23%, ?, -4, ?, ?, -2, -4%
CCCc1nn2c(=O)cc(CSCC(=O)Nc3ccccc3OC)nc2s1
→ -6%, 4%, -5, -1%, 26%, -5, 2%
C=CCOc1ccc(CC2C(=O)N(C)C(=O)N(C)C2=O)cc1
→ -6%, 3.7µM*, -5, 16%&-9%, 1%, -2, 2%
CC(=O)c1cccc(NC(=O)N2CCCC2C(=O)Nc2cccc(C)c2)c1 (stereo unspecified)
→ 4%, -2%, 11, 9%, ?, -1, 3%
O=C(NCCN1CCCCC1)c1ccc(Cl)nc1Cl
→ -2%, -8%, -5, -4%, -10%, 0, -2%
Cc1nc2ccc(S(=O)(=O)NCC(=O)NC(C)c3ccccc3)cc2s1 (stereo unspecified)
→ 0%, 0%, -10, -5%, -9%, -9, 7%
O=C(OCc1cc2ccccc2[nH]c1=O)c1cccs1
→ -2%, 15%, -6, 9%, -2%, -2, 5%
O=S(=O)(Nc1nc2ccccc2nc1N1CCN(c2ccccc2F)CC1)c1ccc(Cl)cc1
→ ., ., -5, ?, 23%, -3, 0%
O=C(NN1C(=O)C2CCCCC2C1=O)c1ccco1 (stereo unspecified)
→ -6%, 78%, 25, 39%[activator], 84%[activator], -2, 1%
NNC(=O)COc1ccccc1F
→ -10%, 4%, 18, 7%, ?, -1, -8%
O=C(Nc1cccnc1)C12CC3CC(CC(C3)C1)C2
→ -3%, -25%, 23, 21%, 23%, -1, 1%
CC(Sc1ncccn1)C(=O)NC1CCCC1 (stereo unspecified)
→ 2%, 1%, ., 34%[activator], -11%, ., .
O=C(COc1coc(CN2CCN(c3ccccc3F)CC2)cc1=O)N1CCc2ccccc21
→ -2%, -10%, ., 14%[8.37 µM], ?, ., .
CC(C)(C)c1cc(O)ccc1O
→ -12%&-10%, 6µM*, ., ., 11µM*, ., .
Cc1ccccc1NC(=O)Cc1nc(COC(=O)c2cc(Cl)ccc2O)cs1
→ -1%, -4%, -15, -4%, -1%, -4, -2%
S=C(NCc1ccco1)N1CCN(c2ccc(Cl)cc2)CC1
→ -13%, -10%, 18, -15%, ?, 7, 2%
O=C(CN1C(=O)c2ccccc2C1=O)OCC(=O)c1ccc(F)cc1
→ -1%, ?, ., 14%, 16%, ., .
CC(=O)Nc1nc2ccccc2n1Cc1ccccc1C
→ 7%, 7.4µM*, -5, ?, 34%[activator], 1, -1%
COc1cc2c(ccc3cc(OC)c(OC)c(O)c32)cc1O
→ -11%, ?, 4, ?, 4%, -5, 13%
Cc1c(C(=O)N2CCCCC2)nnn1-c1nonc1N
→ -4%, -1%, 19, -15%, -40%, -1, 0%
CCC12CN3CCN(CC(C3)/C1=N\NC(=O)c1ccc(F)cc1)C2
→ 3%, 14%, 4, 5%, ?, 7, -6%
S=C(Nc1ccc(Cl)cc1Cl)Nc1ccccc1Oc1ccccc1
→ -5%, ?, -12, ?, ?, 13, 2%
O=c1c2cc(N3CCOCC3)ccc2[nH]c(=S)n1CC1CCCO1 (stereo unspecified)
→ -8%, 18%, 54*, -2%, -1%, 10, -15%

Entries of single compounds, looked up by structure. Screens in order: Tb PYK inh	Pf growth 48h	Shiga toxin inh	HCV inhibitor	Pf growth 96h	Cycloheximide cs	LmPK inh
O=C(COc1coc(CN2CCN(c3ccccc3F)CC2)cc1=O)N1CCc2ccccc21 as listed: -2%	-10%	.	14%[8.37 µM]	?	.	.
O=S(=O)(Nc1nc2ccccc2nc1N1CCN(c2ccccc2F)CC1)c1ccc(Cl)cc1 as listed: .	.	-5	?	23%	-3	0%
CC1CCCC(C)N1C(=O)COC(=O)c1ccc(O)cc1 (stereo unspecified) as listed: 5%	9%	2	-7%	.	8	1%
O=C(OCc1cc2ccccc2[nH]c1=O)c1cccs1 as listed: -2%	15%	-6	9%	-2%	-2	5%

Next part
Values in the order – Tb PYK inh, Pf growth 48h, Shiga toxin inh, HCV inhibitor, Pf growth 96h, Cycloheximide cs, LmPK inh
CC(=O)O[C@H]1CSC[C@H]1NC(=O)c1ccccc1
→ -10%, 13%, 3, 0%, 72%[activator], -1, 6%
Cn1cc(CN2CCC(n3nccc3NC(=O)CCOc3ccccc3)CC2)cn1
→ 2%, 12%, -7, 8%, -30%, -4, 3%
CCc1cccc2c3c([nH]c12)C(CC)(CC(=O)O)OCC3 (stereo unspecified)
→ -11%, ?, -2, 1%[8.37 µM], ?, -2, 3%
CC(C)(C)NC(=O)c1ccc2c(c1)N(CC(=O)N1CCN(c3ccc(F)cc3)CC1)C(=O)C(C)(C)O2
→ 2%, 10µM*, -16, -24%, ., -5, 1%
CCCCc1nc2ccccc2c(C(=O)O)c1C
→ 0%, ., 23, 17%, -91%, -2, 3%
c1ccc(-c2nnc(-c3ccncc3)o2)cc1
→ 0%, ., 79, 2%, 61%[activator], 40*, ?
CNC(=O)c1c(NC(=O)c2ccco2)sc2c1CCCC2
→ -1%, 20%, 32, 14µM*, 15%, 29*, -4%
COCCCNC(=S)N1CCC(NC(=O)c2ccco2)CC1
→ 1%, 9%, -24, 23%, -4%, -3, -5%
Cc1ccc(S(=O)(=O)NCC(=O)OCC(=O)NCCc2ccccc2)cc1
→ 0%, 35%[activator], ., 18%, 7%, ., .
CC1CN(C(=S)NC(=O)c2cccc([N+](=O)[O-])c2)CC(C)O1 (stereo unspecified)
→ ?, ?, -16, 5%, ?, -2, -18%
CCc1ccc(OCC(=O)Nc2ccc(S(=O)(=O)Nc3cc(C)on3)cc2)c(Br)c1
→ -5%, -1%, 12, 18%, 47%[activator], 2, -5%
CCCc1cc(C(=O)NCc2cccnc2)no1
→ 4%, ., 1, 12%, -8%, -1, -2%
CCCCNC(=O)c1onc(CSc2ccc(F)c(F)c2)c1C(=O)O
→ -1%, 0%, -21, 13%, 19%, -2, 1%
CCN(c1ccccc1)S(=O)(=O)c1ccc(C(=O)N2CC(C)CC(C)C2)cc1 (stereo unspecified)
→ -2%, ?, ., -7%, ?, ., .
Cc1cccc(CN2CCC(n3nccc3NC(=O)CCCc3ccccc3)CC2)n1
→ 1%, -24%, -5, 7%, 23%, -5, -8%
CCOC(=O)c1cc(-c2cc3ccccc3o2)n[nH]1
→ -2%, 100%[activator], -12, 20%, -37%, 4, 0%
CC1(c2ccccc2)NC(=O)N(CC(=O)Nc2nnc(C3CC3)s2)C1=O (stereo unspecified)
→ 3%, -12%, -5, 24%, 22%, -4, -10%
O=C(/C=C/c1ccccc1)NCc1cccnc1
→ 2%, 14%, 1, 17%, 231%[activator], 3, 3%
N#C/C(=C/c1ccc(N2CCOCC2)o1)c1nc2ccccc2[nH]1
→ -1%, 101%[activator], 58*, -31%, 8%, 34*, -18%
Cc1ccc2nc(NC(=O)c3cccs3)sc2c1
→ 3%, 75%[activator], 80, -3%, ?, 25, ?
CC1CN(C(=S)Nc2cccc([N+](=O)[O-])c2)CC(C)O1 (stereo unspecified)
→ 0%, -22%, -1, 0%, 5%, 2, -1%
Cc1cc(C)c2nc(C)cc(Nc3ccc(C(=O)N4CCOCC4)cc3)c2c1
→ -3%, ?, -12, 14%, ?, 1, 14%
O=C(Nc1ccc(OCC(=O)N2CCOCC2)cc1)Nc1cccc(Cl)c1
→ -3%, -11%, 39*, 11%, -23%, 14*, 4%
CCC(C)NC(=O)c1cnn2c(C)c3c(nc12)CCCC3 (stereo unspecified)
→ 3%, -3%, 14, -11%, 10%, 1, -1%
COc1ccc(C(=O)NN2C(=O)C3C(c4ccccc4)C=CC(c4ccccc4)C3C2=O)cc1 (stereo unspecified)
→ 4%, 2%, -14, 6%, 97%[activator], -8, 0%
COc1ccc(NC(=O)c2nc3ccccc3s2)cc1
→ -12%, 0%, 25*, -5%, 274%[activator], 91*, 16µM*
Cc1nc(N/N=C/c2ccc(O)cc2O)cc(N2CCOCC2)n1
→ -2%, ?, 3, -18%, ?, 9, -1%
CS(=O)(=O)Nc1cccc(C2=NN(C(=O)c3ccc(F)cc3)C(c3cccs3)C2)c1 (stereo unspecified)
→ 3%, 0%[0.00184 µM], -5, 8%, -9%, -3, -4%
COc1ccc(CCNC(=O)[C@@H](NC(=O)c2ccccc2F)C(C)C)cc1OC
→ 0%, ?, -4, 26%, -1%, -2, -1%
Cc1ccccc1COC[C@H](CC(C)C)N1CCN(C(=O)c2cccc(C(F)(F)F)c2)CCC1=O
→ 0%, ?, -7, ?, ?, -4, -1%
CC1(C)CCCC2=C1CC1C(=O)N(c3ccccc3)C(=O)C1C2 (stereo unspecified)
→ 2%, ?, -6, 9%, ., -2, 4%
C=CCN1C(=O)C2(OCCO2)c2cc(C)ccc21
→ -15%, 11%[0.00184 µM], -8, 0%, 13%, -4, 1%
COc1cccc(-n2c(-c3cccc(S(=O)(=O)N(C)C)c3)n[nH]c2=S)c1
→ 7.1µM*, -21%, -5, 8%, ?, -2, 3%
O=C(NCCN1CCOCC1)C(=O)NCC1CCCO1 (stereo unspecified)
→ 2%, 15%, -4, 29%, 0%, -3, -6%
Nc1nc(SCC(=O)Nc2ccccc2C(F)(F)F)[nH]c(=O)c1-c1ccccc1
→ -18%, -12%, 17, 8%, ?, -6, -2%
Cc1ccc(NC(=O)CCNS(=O)(=O)c2ccc3[nH]c(=O)oc3c2)cc1
→ 2%, 12%, 12, 8%, -16%, -8, -11%
O=C(CNC(=O)c1ccco1)OCc1c(F)cccc1Cl
→ -1%, 32%[activator], 8, 5%, ., 20*, -7%
O=C(CNc1cc(S(=O)(=O)N2CCOCC2)ccc1N1CCCC1)NCc1ccco1
→ -5%, -13%, -6, -9%, -5%, 0, 5%
